Assay outcomes from PubChem.
TCR act: activates T cell receptor signaling | primary human leukocytes, anti-CD3, IL-2 HTRF, 48 h | Potency, µM (series often up to 9.22 µM), inactives show at the top dose activation of IL-2 secretion, usual class: activators | 330,000 tested, under 10 active | AID 504894; note: % of control where 0% means no effect
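IL-2 produced over 48 hr by a-CD3 bead-stimulated primary human leukocytes exposed to compounds was detected with a homogeneous time-resolved FRET immunoassay, 665nm acceptor signal after 320nm excitation.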
Tb PFK block: inhibitors of T. brucei phosphofructokinase. O15648. T. brucei PFK, ADP-Glo luminescence. Potency, µM (titrated, usually from 57.5 µM), without a hit: top-dose activity, negative = inhibition, actives largely listed as inhibitors. 330,000 compounds, 0.17% hits. AID 485367;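 note: potency is the fitted concentration of half-maximal effect; 0% = uninhibited 1x PFK enzyme wells and -100% = no-enzyme wells; nearly all actives have a fitted effect of over 60% in size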
Target sequence (O15648 whole entry, looked up): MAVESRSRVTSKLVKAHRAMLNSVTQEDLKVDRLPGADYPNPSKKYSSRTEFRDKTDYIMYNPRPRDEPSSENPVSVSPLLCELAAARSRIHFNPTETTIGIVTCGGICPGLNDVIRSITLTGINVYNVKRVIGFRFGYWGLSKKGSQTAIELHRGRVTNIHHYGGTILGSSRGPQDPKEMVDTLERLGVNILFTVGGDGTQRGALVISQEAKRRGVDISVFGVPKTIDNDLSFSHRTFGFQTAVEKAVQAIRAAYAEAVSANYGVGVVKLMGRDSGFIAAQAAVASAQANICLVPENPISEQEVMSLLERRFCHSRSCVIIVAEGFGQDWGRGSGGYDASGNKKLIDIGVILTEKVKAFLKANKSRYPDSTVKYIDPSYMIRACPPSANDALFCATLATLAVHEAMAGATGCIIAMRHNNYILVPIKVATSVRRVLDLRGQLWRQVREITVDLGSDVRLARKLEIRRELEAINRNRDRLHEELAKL
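Activity is normalized to no-enzyme wells (full inhibition) and 1.25 nM enzyme wells (no inhibition). Reaction: 0.5 mM F6P, 0.1 mM ATP, 45 min RT, ADP-Glo luminescence; concentration-response curves fitted and classed by quality.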
uPA generation: inhibitors of cell surface uPA generation | cell surface uPA generation assay, qHTS | 330,000 compounds, 0.31% hits | Potency, µM (top dose mostly 38.3 µM), without a hit: top-dose activity change, negative = inhibition, usual class: inhibitors | AID 540303; active = well fitted inhibition curve with a large enough effect; inconclusive = small, poorly fitted or top-dose-only effect; inactive = no such curve, though single readings can be large or run the other way; tested in mouse RAW 264.7 cells; note: potency is the fitted concentration of half-maximal effect; % is set by controls: 0 for no effect and ±100 for the full control effect; nearly all actives have a fitted effect of over 55% in size
Eya2 phos inh: inhibitors of human Eya2 phosphatase activity; recombinant Eya2, OMFP fluorescence dephosphorylation (OMFP is methylfluorescein phosphate); Potency, µM (doses to about 76.9 µM), for the others: at the top dose activity, negative = inhibition, actives largely listed as inhibitors; 330,000 compounds, 0.006% hits; AID 488837; note: potency is the fitted concentration of half-maximal effect; % is set by controls: 0 for no effect and ±100 for the full control effect
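Eya2 protein (added as 0.2 uM solution) was preincubated with compound for 10 min at ambient temperature in 50 mM HEPES pH 7.5, 50 mM NaCl, 5 uM MgCl2, 0.05% BSA, 1 mM DTT. OMFP (added at 50 uM) then reacted 10 min; fluorescence read at 485/525 nm.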
BCR signal inh: blocks chronic active B-cell receptor signaling. ABC-DLBCL IkBa-CBG/CBR reporter, luminescence ratio, 4 h. Potency, µM (highest dose often 46.1 µM), for inactives: top-dose ratio change, negative = lower green/red ratio, hits mostly inhibitors. 340,000 compounds, 0.05% hits. AID 493014; active = well fitted inhibition curve with a large enough effect in the signal ratio, with a control signal flat, not every such curve was filed as active; inconclusive = small, poorly fitted or top-dose-only effect, or effect the other way, or a change in a side signal; the % refers to the signal ratio;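 note: potency is the fitted concentration of half-maximal effect; plate controls were basal doxycycline-induced cells for no effect and cells given 10 µM MG132 for full effect; MG132 reads +100%, hits lower the ratio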
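TMD8 human ABC-DLBCL cells with doxycycline-inducible IκBα–green luciferase fusion and unfused red luciferase, in 0.5% FBS medium; compounds up to 46 uM, 4 h at 37C. Green/red luminescence ratio, filter-overlap corrected, fitted to concentration-response curves.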
PTAP TSG101 blk: blocks PTAP/TSG101 interaction to inhibit HIV-1 budding | Q99816 | Fluorescence polarization, FITC-PTAP peptide / Tsg101 binding | Potency, µM (top dose mostly 115 µM), inactives show top-dose activity change, negative = inhibition, hits mostly inhibitors | 340,000 tested, under 10 active; active = well fitted inhibition curve with a large enough effect in the main read-out, with a control signal flat, not every such curve was filed as active; inconclusive = small, poorly fitted or top-dose-only effect, or effect the other way, or a change in a side signal; inactive = no such curve, though single readings can be large or run the other way; note: potency is the fitted concentration of half-maximal effect; % of control where 0% means no effect
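FP read-out: FITC-PTAP peptide, 50 nM final, binding Tsg101 binding domain, 10 uM final; 20 min, r.t.; 10 mM HEPES pH 7.5, 0.15 M NaCl, 0.01% Tween 20, 3 mM EDTA, 0.1 mM TCEP.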
Mito fusion yeast: inhibitors of mitochondrial division or activators of mitochondrial fusion; 320,000 compounds, 0.23% hits; S. cerevisiae fusion-defective mutant growth rescue, CellTiterGlo 48 h; Potency, µM (series often up to 46.1 µM), without a hit: top-dose growth rescue (activation), usual class: activators;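 note: potency is the fitted concentration of half-maximal effect; % of control where 0% means no effect; nearly all actives have a fitted effect of over 45% in size; temperature-sensitive fusion mutants such as fzo1-1 at 37 °C on non-fermentable ethanol glycerol medium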
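Yeast fusion mutant, YPEG (non-fermentable carbon), compound, 48 h at 37C non-permissive; CellTiterGlo added, 10 min RT, luminescence read. Rescued growth = division inhibition.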
TSHR antag: blocks TSH signaling through the human TSH receptor | P16473 | TSHR-expressing cells, TSH-stimulated cAMP HTRF, 2 h; hits give low values | activity change, negative = inhibition, % at 11.5 µM | 330,000 compounds, 0.2% hits | AID 504810;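 active = activity change below a set negative limit, meaning inhibition stronger than a set level, cut at about -70% in these data; inconclusive = activity change between two set negative limits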; note: % is set by controls: 0 for no effect and ±100 for the full control effect
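Freshly harvested TSHR cells receive pin-tooled compound, then EC80 TSH at 4nM final. After 2 hours at 37 deg C, antibody in lysis buffer and cAMP-d2 are added; 30 minutes at ambient temperature precede the HTRF read.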
USP2a inh: inhibitors of human ubiquitin-specific protease USP2a | O75604 | USP2 core, Ub-CHOP2 coupled fluorogenic reporter, 485/531 | Potency, µM (highest dose often 38.3 µM), without a hit: top-dose activity change, negative = inhibition, actives largely listed as inhibitors | 330,000 compounds, 0.01% hits | AID 463254;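 note: potency is the fitted concentration of half-maximal effect; plate controls were DMSO wells for no effect and full inhibition by NEM control for full effect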
Target sequence (O75604 whole entry, looked up): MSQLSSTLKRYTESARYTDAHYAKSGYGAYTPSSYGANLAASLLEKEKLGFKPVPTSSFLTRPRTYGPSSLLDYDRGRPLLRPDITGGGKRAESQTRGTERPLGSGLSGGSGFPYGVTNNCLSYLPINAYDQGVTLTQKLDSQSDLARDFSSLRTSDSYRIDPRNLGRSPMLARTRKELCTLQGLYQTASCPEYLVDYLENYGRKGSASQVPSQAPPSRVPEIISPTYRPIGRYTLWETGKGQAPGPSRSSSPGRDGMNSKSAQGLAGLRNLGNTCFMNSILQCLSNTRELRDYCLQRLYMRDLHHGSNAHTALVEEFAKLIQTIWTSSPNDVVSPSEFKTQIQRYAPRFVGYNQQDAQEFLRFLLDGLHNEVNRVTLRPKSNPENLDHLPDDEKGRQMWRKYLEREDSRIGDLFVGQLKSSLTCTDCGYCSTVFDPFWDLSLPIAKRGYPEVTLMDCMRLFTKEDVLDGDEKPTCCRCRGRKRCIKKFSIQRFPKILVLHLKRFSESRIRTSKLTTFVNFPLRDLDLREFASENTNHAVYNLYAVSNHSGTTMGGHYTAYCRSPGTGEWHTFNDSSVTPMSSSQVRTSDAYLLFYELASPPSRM
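USP2 core (10nM final) preincubated 30min RT with compound in 20mM Tris-HCl pH 8.0, 2mM CaCl2, 2mM beta-mercaptoethanol, 0.05% CHAPS; 25nM Ub-CHOP2 plus 25nM reporter substrate added, fluorescence (Ex485/Em531) read after 60min.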
B2AR arrestin: beta2AR (human) beta-arrestin recruitment activity; P07550; beta-arrestin recruitment to beta2AR, cell-based reporter; Potency, µM (doses to about 46.1 µM), for the others: top-dose activation, usual class: activators; 330,000 compounds, 0.02% hits; AID 492947;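 note: potency is the fitted concentration of half-maximal effect; 0% = DMSO controls and full agonism = EC100 isoproterenol or metaproterenol; nearly all actives have a fitted effect of over 65% in size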
ELG1 DNA repair: inhibitors of ELG1-dependent DNA repair in HEK293T cells. HEK293T ELG1-luciferase reporter, luminescence, 16 h; DNA damage induced by 5-fluorouridine. Potency, µM (top dose mostly 46.1 µM), without a hit: at the highest dose activity change, negative = inhibition, usual class: inhibitors. 330,000 compounds, 2.3% hits. AID 504467; note: potency is the fitted concentration of half-maximal effect; % is set by controls: 0 for no effect and ±100 for the full control effect; nearly all actives have a fitted effect of over 55% in size
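Reporter activity after DNA damage by 5-fluorouridine is monitored. Compound-treated cells incubate 16 hr at 37 °C, then ONE-Glo is added for 30 min before luminescence reading.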
* = called active by the depositor; u = inconclusive; x = not tested or not shown; & = joins results of further samples; [ ] = dose if it differs, or a comment. Unless noted, calls come from the whole dose curve; as a rule, active = well fitted curve in the direction sought with a large enough effect; inconclusive = small, poorly fitted or top-dose-only effect, or another doubt; inactive = no such curve, though single readings can be large; an effect the other way counts as inactive or inconclusive. Rows are unselected. About 3% of those tested had a hit in this group.

SMILES	TCR act	Tb PFK block	uPA generation	Eya2 phos inh	BCR signal inh	PTAP TSG101 blk	Mito fusion yeast	TSHR antag	USP2a inh	B2AR arrestin	ELG1 DNA repair
CC(C)CC(NS(=O)(=O)c1cc(C(=O)O)ccc1Cl)C(=O)O (configuration not stated)	1%	0%	2%	2%	2%	-2%	-12%	12	3%	0.1%	8%
O=C(Nc1ccc(F)cc1)N1CCOCC1	0%	-2%	3%	-40%	5%	-6%	-1%	11	0%	0.0%	4%
CSc1cccc(NC(=O)CCCOc2ccccc2)c1	-3%[46.1 µM]	6%	2%	8%	0%	-9%	-7%	0	-2%	-1.4%	10%
CCOc1ccc(-n2c(SC(C)C)nc3c(c2=O)SCC3)cc1	-5%	-12%	1%	-23%	1%	-5%	15%	-4	0%	-0.6%	u
COc1ccc(Cn2cc(F)c(=O)n(C)c2=O)cc1[N+](=O)[O-]	1%	1%	7%	1%	2%	-3%	-2%	5	4%	-0.6%	-2%
O=C(CN1C2CCCC1CC(NC(=O)c1ccco1)C2)Nc1ccccc1 (configuration not stated)	-2%	-6%	-1%	2%	10%	1%	-1%	10	-4%	-0.2%	-6%
O=C(NNC(=S)Nc1ccc(Cl)c(Cl)c1)c1cccc([N+](=O)[O-])c1	8%	-11%	9%	-6%	u	1%	4%	-19	1%	-1.0%	3%
N#Cc1nc(-c2ccco2)oc1NCCCN1CCOCC1	-13%	3%	x	29%	4%	-7%	-1%	9	5%	0.2%	13%
NS(=O)(=O)c1ccc(CCNS(=O)(=O)c2cccc(C(=O)O)c2)cc1	-2%	0%	5%	-6%	1%	-6%	4%	-19	1%	-0.5%	0%
COc1cc(/C=C2\C(=N)N3N=C(S(C)(=O)=O)SC3=NC2=O)ccc1OS(=O)(=O)c1ccc(C)cc1	6%	-1%	12%	8%	u	-7%	0%	-7	1%	-0.3%	u
Cn1c(=O)c2c(nc(N3CCCCCC3)n2CC(=O)c2ccccc2)n(C)c1=O	1%	1%	2%	15%	3%	0%	1%	2	3%	-0.3%	7%
COc1ccccc1-n1c(=O)c(C#N)c(-c2ccc([N+](=O)[O-])cc2)c2cc(C(=O)c3ccccc3O)cnc21	13%	1%	5%	-7%	u	1%	6%	-5	-2%	0.5%	-19%
O=C(CN(C1CCCCC1)C1CCCCC1)N1CCc2ccccc2C1	6%	-2%	11%	-3%	u	-9%	26%	-10	1%	-0.1%	u
Cc1ccc2oc(=O)c(/C=C(\O)CC(C)C)nc2c1	0%[46.1 µM]	2%	-7%	-6%	-5%	-3%	-2%	-6	-1%	0.0%	1%
O=C(CCC(=O)N1CCOc2ccccc21)NC1CCN(Cc2ccccc2)CC1	-1%	-7%	6%	3%	-4%	-4%	-1%	-2	1%	0.2%	-5%
Cc1cc(N2CCCCCC2)nc(-c2ccccc2O)n1	-8%	-6%	0%	-1%	17%	0%	13%	-6	2%	0.1%	-1%
CCOc1ccc2nc(NCCNC(=O)C(C)C)c(C)cc2c1	-2%	2%	-4%	-7%	-4%	-6%	-1%	-11	-2%	0.0%	-1%
CCNC(=O)c1cccc(NC(=O)CC2SC(N3CCCCC3)=NC2=O)c1 (configuration not stated)	4%	0%	-13%	4%	6%	2%	3%	-6	2%	-0.3%	4%
COC(=O)c1cc2occc2n1Cc1nc(-c2cccc(Cl)c2)oc1C	3%	0%	11%	3%	0%	1%	5%	-1	1%	-0.9%	7%
C(=N\n1cnnc1SCc1ccccc1)/c1ccco1	-9%	-3%	0%	15%	-2%	-2%	7%	-4	1%	-0.8%	1%
COc1cccc(C(=O)N2CCN(Cc3ccccc3Br)CC2)c1	-3%	0%	13%	-6%	-11%	-1%	0%	6	1%	0.5%	-19%
COc1ccc(CN(CCN)C2CC(C)N(C)CC2C)cc1 (configuration not stated)	0%	1%	11%	-1%	0%	-4%	-2%	-4	2%	-0.5%	7%
COc1cc2[nH]c(C(=O)N3CCN(c4ccc(F)cc4)CC3)cc2c(OC)c1OC	1%	0%	0%	10%	u	-7%	-11%	-4	4%	0.2%	-3%
O=C(Nc1ccccc1N1CCOCC1)c1ccc(Cl)c(S(=O)(=O)N2CCCC2)c1	-4%	0%	2%	16%	-1%	-6%	11%	-11	-1%	0.0%	u
Cc1cc(=O)oc2cc(OCC(=O)Nc3c(C)n(C)n(-c4ccccc4)c3=O)c(Cl)cc12	-7%	-1%	-1%	-16%	3%	-4%	1%	24	2%	0.1%	0%
C=CCN1C(=O)S/C(=C\c2ccc(N3CCOCC3)cc2C)C1=O	1%	-4%	0%	21%	u	u	4%	-24	15%	0.2%	u
Cc1cc(Nc2ccc3c(c2)OCCO3)n2nc(C)nc2n1	0%	-5%	20%	9%	u	-1%	-1%	-1	0%	0.2%	13%
Cc1ccccc1OCC(=O)NNC(=O)C1CC(=O)N(c2ccc3c(c2)OCCO3)C1 (configuration not stated)	6%	-3%	10%	-18%	3%	-6%	-2%	2	-1%	-0.7%	0%
CCOc1ccccc1NC(=S)N1CCC(NC(=O)c2ccco2)CC1	-41%	0%	3%	-14%	u	-8%	-4%	5	-1%	-0.8%	9%
Cc1cc(Nc2ccccc2)nn1C(=O)c1ccc([N+](=O)[O-])cc1	-4%[46.1 µM]	1%	-8%	-4%	1%	-7%	3%	-18	0%	-0.6%	-2%
CN(C)S(=O)(=O)c1cc(NC(=O)CN2CCN(c3ccccc3)CC2)ccc1Cl	0%[46.1 µM]	u	-8%	-2%	0%	0%	1%	5	-2%	0.1%	-21%
CS(=O)(=O)N(Cc1ccccc1)c1ccc(C(=O)Nc2ccccc2Sc2ccccc2)cc1	-5%[46.1 µM]	13%	-1%	0%	13%	0%	0%	10	0%	-0.2%	-2%
COc1cc(OC)c(C2=NOC(C(=O)O)C2)cc1Cl (configuration not stated)	0%	0%	10%	7%	6%	-4%	0%	-6	-1%	0.0%	1%
O=C1CC(=O)Nc2cc(S(=O)(=O)N3CCN(c4cccc(C(F)(F)F)c4)CC3)ccc2N1	-1%	-23%	5%	-16%	u	1%	-2%	4	-5%	-0.2%	u
CC(Oc1ccccc1F)C(=O)NNC(=O)CCNC(=O)c1ccccc1Cl (configuration not stated)	0%	2%	14%	-2%	-9%	x	1%	-3	-2%	0.8%	2%
c1ccc(CSc2ccc(-c3ccc4c(c3)OCO4)nn2)cc1	0%[46.1 µM]	-8%	10%	-5%	u	-3%	-10%	-6	1%	0.3%	u
CC(C)(C)N(Cc1ccccc1)C(=O)COC(=O)CNC(=O)c1ccco1	3%	6%	2%	-9%	6%	-1%	3%	5	0%	-0.2%	8%
CC(C)Oc1ccc(C2CC(=O)N(c3cccc(Br)c3)C2=O)cc1 (configuration not stated)	-2%	-6%	-5%	u	-4%	-4%	-8%	17	4%	-0.4%	14%
O=C(CSc1ccccc1)Nc1cccnc1	-7%	14%	-4%	6%	u	-4%	2%	-4	-5%	0.0%	29%
Cc1ccc(C(=O)NCC(=O)NC23CC4CC(CC(C4)C2)C3)cc1	2%	5%	-10%	-2%	3%	-11%	1%	-3	0%	0.1%	u
CS(=O)(=O)c1ccc(Cl)c(NC(=O)CN2CCCC2c2ccc3c(c2)OCCCO3)c1 (configuration not stated)	x	-3%	-8%	-7%	0%	-4%	-4%	-12	-1%	-1.0%	u
COc1cc(C(=O)OC(C)CN2CCOCC2)cc(OC)c1OC (configuration not stated)	-2%&-4%	1%&5%	-12%&-3%	-9%&-25%	u	-5%&0%	-11%&5%	-2&-3	1%&5%	-1.0%&0.2%	18%&12%
Cc1cc(NC(=O)CCC(=O)N(Cc2ccco2)C(C(=O)NC2CCCC2)c2ccccc2)no1 (configuration not stated)	-2%	0%	0%	6%	8%	1%	-1%	-7	0%	-0.2%	-14%
O=C1CC2(CCN(S(=O)(=O)c3ccccc3F)CC2)Oc2ccccc21	-4%	-2%	-2%	16%	5%	0%	17%	-5	1%	0.3%	0%
